GPT2 inhibitor: blocks human glutamate pyruvate transaminase 2. Potency, µM (highest dose often 57.7 µM), for inactives: top-dose activity change, negative = inhibition, usual class: inhibitors. Recombinant GPT2, coupled pyruvate oxidase/HRP Amplex Red fluorescence. actives 0.25% (n = 100,000). Q8TD30; also: potency is read from the fitted curve at half-maximal effect; nearly all actives have a fitted effect of over 60% in size; many of its hits are not listed in these tables
Target sequence (Q8TD30 whole entry, looked up): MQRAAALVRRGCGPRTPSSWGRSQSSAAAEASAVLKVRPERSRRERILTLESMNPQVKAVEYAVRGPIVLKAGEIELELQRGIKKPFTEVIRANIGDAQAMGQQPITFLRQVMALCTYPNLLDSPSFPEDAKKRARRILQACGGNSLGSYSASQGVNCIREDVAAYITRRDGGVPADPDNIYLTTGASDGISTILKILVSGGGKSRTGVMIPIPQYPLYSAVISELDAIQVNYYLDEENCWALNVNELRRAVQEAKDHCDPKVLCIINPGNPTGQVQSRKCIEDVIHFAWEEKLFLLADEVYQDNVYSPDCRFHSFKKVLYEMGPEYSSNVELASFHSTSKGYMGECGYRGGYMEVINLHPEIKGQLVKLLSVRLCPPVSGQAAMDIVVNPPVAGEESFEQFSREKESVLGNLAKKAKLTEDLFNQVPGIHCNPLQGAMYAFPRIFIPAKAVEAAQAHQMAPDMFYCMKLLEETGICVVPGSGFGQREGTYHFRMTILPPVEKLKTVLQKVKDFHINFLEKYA
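GPT2 10ng/uL, a-KG 250uM, L-Ala 2mM, HEPES pH7.5 + 0.0001% Tween; 30 min RT. Then Amplex mix (PO/HRP/ThPP), 30 min RT dark, fluorescence. AOA 50uM used as positive control.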
IP6K1 inhibitor: IP6K1 kinase inhibition | Q92551 | IP6K1 kinase, ADP-Glo luminescence, 2 h; active compounds read low | activity change, % (series mostly up to about 58 µM) | actives 0.81% (n = 140,000) | AID 1645851; in the data active = activity change below about -25%
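ADP-Glo luminescence measures ADP made by human IP6K1 during a 2 h RT reaction with ATP/IP6 (mix at 1.3 mM/130 uM); top library doses 57.5 and 19.1 uM final.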
SNCA expr inh: inhibitors of alpha-synuclein (SNCA) gene expression; HEK-293 SNCA-luciferase knock-in, luminescence, 24 h; Potency, µM (doses to about 57.2 µM), inactives show at the top dose activity change, negative = inhibition, usual class: inhibitors; actives 0.17% (n = 140,000);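 also: potency is read from the fitted curve at half-maximal effect; plate controls were DMSO cells for no effect and cell-free wells for full effect; nearly all actives have a fitted effect of over 45% in size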
NIH3T3 tox: NIH 3T3 cell cytotoxicity; actives 4.3% (n = 94,000); NIH 3T3 viability, CellTiter-Glo ATP luminescence, 48-72 h; Potency, µM (series often up to 96.7 µM), for the others: at the top dose activity change, negative = cytotoxicity, most hits filed as inhibitors; AID 1345082; also: potency is read from the fitted curve at half-maximal effect; nearly all actives have a fitted effect of over 55% in size
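Cytotoxicity is measured as loss of cellular ATP: NIH 3T3 cells (400/well) are exposed to compound for 48 or 72 hr at 37 °C, then CellTiter-Glo luminescence is imaged after 10 min at room temperature.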
HEK293 viab: cell viability loss counter-screen; HEK-293-SNCA-luc viability, GF-AFC fluorescence, 24 h; Potency, µM (top dose mostly 57.1 µM), for inactives: at the highest dose activity change, negative = cytotoxicity, most hits filed as cytotoxic; actives 0.12% (n = 150,000);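 also: potency is read from the fitted curve at half-maximal effect; 0% = DMSO-treated cells and -100% = medium-only wells without cells; nearly all actives have a fitted effect of over 30% in size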
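Cytotoxicity counterscreen: after 24 h compound treatment of genome-edited SNCA-luciferase HEK-293 cells, live-cell protease substrate GF-AFC read by fluorescence after 30 min; activity scaled between DMSO (0%) and medium-only (-100%), curves Hill-fitted.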
HEK293 tox: HEK 293 cell cytotoxicity | HEK 293 viability, ATP luminescence (CellTiter-Glo), 48-72 h | Potency, µM (highest dose often 115 µM), inactives show at the highest dose activity change, negative = cytotoxicity, actives largely listed as inhibitors | actives 6.6% (n = 94,000); also: potency is read from the fitted curve at half-maximal effect; nearly all actives have a fitted effect of over 60% in size
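CellTiter-Glo luminescence (cellular ATP) was read after 48 or 72 hr of compound exposure at 37 degree Celsius. Cells were HEK 293 plated at 250 cells/well.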
Luciferase inh: inhibitors of firefly (Photinus pyralis) luciferase; P08659; purified P. pyralis luciferase, luminescence, biochemical; Potency, µM (series often up to 115 µM), without a hit: at the top dose activity change, negative = inhibition, actives largely listed as inhibitors; actives 2.5% (n = 76,000); also: potency is read from the fitted curve at half-maximal effect; nearly all actives have a fitted effect of over 65% in size
Target sequence (P08659 whole entry, looked up): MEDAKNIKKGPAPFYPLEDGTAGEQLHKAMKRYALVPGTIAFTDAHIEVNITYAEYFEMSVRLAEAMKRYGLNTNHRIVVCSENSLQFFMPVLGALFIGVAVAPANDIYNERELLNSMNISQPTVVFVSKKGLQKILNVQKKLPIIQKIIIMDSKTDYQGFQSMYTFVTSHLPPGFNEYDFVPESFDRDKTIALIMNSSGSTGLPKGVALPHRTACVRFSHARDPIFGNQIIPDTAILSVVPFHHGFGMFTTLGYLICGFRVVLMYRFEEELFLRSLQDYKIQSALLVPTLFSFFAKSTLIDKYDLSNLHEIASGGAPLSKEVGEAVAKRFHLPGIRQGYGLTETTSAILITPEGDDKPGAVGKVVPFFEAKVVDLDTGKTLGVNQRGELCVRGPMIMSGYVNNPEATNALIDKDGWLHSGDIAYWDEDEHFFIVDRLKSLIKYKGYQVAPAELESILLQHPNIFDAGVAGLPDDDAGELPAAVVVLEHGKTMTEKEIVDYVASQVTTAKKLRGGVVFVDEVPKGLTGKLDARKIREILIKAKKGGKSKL
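Luminescence read by CCD imaging after purified firefly luciferase (10nM final) was added to substrate buffer holding 10uM D-luciferin and 10uM ATP, pH 7.5, pre-dosed with compound.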
The depositor's hits bear a star; i = inactive; ? = inconclusive; / = no result given; [ ] = dose if it differs, or a comment. Unless noted, calls follow the shape of the dose curve; as a rule, active = well fitted curve in the direction sought with a large enough effect; inconclusive = small, poorly fitted or top-dose-only effect, or another doubt; inactive = no such curve, though single readings can be large; an effect the other way counts as inactive or inconclusive. Unless noted, % is scaled to controls: 0 for no effect and ±100 for the full control effect.

SMILES	GPT2 inhibitor	IP6K1 inhibitor	SNCA expr inh	NIH3T3 tox	HEK293 viab	HEK293 tox	Luciferase inh
O=C1NCc2ccccc2CC12CCCN2Cc1c(F)cccc1F (centres undefined)	i	-7.7	-7.2%	i	-2.2%	i	/
CC(C)C(=O)N1CCCC(Cc2nc(C3CCOCC3)no2)C1 (centres undefined)	i	3.0	-12.3%	-8.7%	7.8%	3.7%	5.5%
COc1ncc(-c2n[nH]c3c2CC(=O)N(Cc2ccccc2)C3)cn1	i	33.7	-29.9%[87.6 µM]	25.1µM*	-6.6%[87.6 µM]	?	-12.1%[172 µM]
CN(C)CC1(O)CCCN(Cc2cc3ccccc3n2C)C1 (centres undefined)	-20.1%	8.1	-3.3%	?	3.1%	?	-3.7%
Cc1cc(Cl)ccc1NC(=O)Cc1ccc(NC(=O)N2CCCCc3ccccc32)cc1	/	7.4	-11.7%	/	6.0%	/	/
Cc1nn(-c2ccccc2)c2c1C(C1CC1)N(C1CN(C(=O)c3ccc4c(c3)OCO4)C1)C2=O (centres undefined)	/	24.4	/	?	/	?	/
COC[C@@H]1[C@H](NC(=O)c2ccc(OCCNC(C)=O)cc2)[C@@H]2CCO[C@H]12	i	1.0	-7.2%	-6.7%	-1.0%	-5.9%	0.0%
CCCCN1C(C(=O)c2ccccc2)=C(OC(C)=O)c2ccccc2S1(=O)=O	/	25.2	?	/	?	/	/
O=C1Nc2cc(Cl)ccc2C(=O)N2CCN(C(=O)C3CCCCC3)C[C@H]12	i	12.7	?	-20.9%[174 µM]	-15.9%[87.6 µM]	?	-0.6%[172 µM]
COC[C@@]12CN(Cc3ccccc3)C[C@@H]1C(C)(C)COc1ccc(OC)cc12	/	16.9	/	?	/	?	/
O=C(Cn1cc(SCc2c(F)cccc2Cl)c2ccccc21)N1CCCC1	/	1.1	77.2%[activator]	/	-12.6%	/	/
CCN(C(=O)Cn1c(C(=O)OC)cc2sccc21)c1cccc(C)c1	/	-2.1	21.6%	/	-23.5%	/	/
COc1cc(OC)c(NC(=O)Cn2cnc3c(nc4n3CCCCC4)c2=O)cc1Cl	/	-7.4	-3.7%	/	0.7%	/	/
CNC(=O)C1CN(c2ccccc2)C(=O)N1 (centres undefined)	i	8.6	16.9%[87.6 µM]	-9.2%[174 µM]	-9.0%[87.6 µM]	4.4%[230 µM]	3.1%[230 µM]
CC(C)(C)OC(=O)N1CCC(c2c(C(=O)NCc3ccco3)cnn2-c2ccc(F)cc2)CC1	/	-13.8	-22.0%	/	2.5%	/	/
O=C(Nc1ccc2c(c1)OCO2)c1cc(-c2ccc(Cl)cc2)on1	/	-5.4	-22.6%	/	-8.0%	/	/
CC(C)N1C(=O)C2(CCCC2)C1C(=O)N1CCN(c2ncccn2)CC1 (centres undefined)	-24.5%	0.1	-6.3%	-10.7%	?	-15.2%	-9.4%
Cc1ccc(CNC(=O)Cn2c(N3CCc4ccccc4C3)nc(C)cc2=O)cc1	i	28.6	?	?	?	?	0.0%
Cc1ccc(CNC(=O)CC2=C3CCCCC3NC2=O)cc1 (centres undefined)	i	5.9	?	-8.4%	-3.7%	-18.3%	-2.5%
COC(=O)c1ccccc1NC(=O)Cc1noc2ccc(C)cc12	/	-3.9	43.2%	/	4.1%	/	/
COC(=O)[C@@H]1C[C@H](NC(=O)c2[nH]nc(N)c2-c2ccccc2)CN1C	-3.2%	-5.3	-8.4%	-16.0%	2.2%	0.1%	0.6%
COC(=O)c1ccc(NC(=O)CSc2nc3cc4ccccc4cc3[nH]2)cc1	/	-14.6	6.2%	/	1.1%	/	/
Cc1nc2ccccc2n1CCc1nc2c3ccccc3nc(SCC(=O)Nc3ccc(Br)cc3F)n2n1	/	13.9	-7.4%	/	0.8%	/	/
Cc1ccc(NC(=O)C(Cc2c[nH]c3ccccc23)NC(=O)OC(C)(C)C)c(C)c1 (centres undefined)	/	2.3	-21.5%	/	-1.5%	/	/
O=C(N[C@H]1CCN2C(=O)c3cc(-c4ccccc4F)ccc3NC(=O)[C@H]12)C1CCCC1	i	7.6	57.2%[activator][87.6 µM]	?	-9.1%[87.6 µM]	?	?
CC1(c2noc(C3CC3)n2)CCN(C(=O)CCCc2nc3ccccc3s2)CC1	i	5.0	-3.5%	-25.1%	7.5%	?	4.1%
COC(=O)c1ccccc1C(=O)N1CCNC(=O)C1Cc1ccccc1 (centres undefined)	i	1.9	-20.0%	-6.3%	10.1%	-2.4%	-0.1%
Cc1ccc(CNC(=O)c2ccc3c(c2)CN(CCCc2ccc(C)o2)CCO3)cc1	i	17.1	-9.1%	?	-11.0%	?	-6.4%
COc1ccc(C(=O)NC2CCN(C(=O)c3ccc(-c4cccc(OC)c4)cc3)CC2)cc1	1.6%	-11.1	16.1%	-13.9%	-1.7%[12.5 µM]	?	/
CCN1C(=O)c2ccccc2Sc2ccc(NC(=O)Nc3cccc([N+](=O)[O-])c3C)cc21	/	5.0	-11.0%	/	3.2%	/	/

Brought forward from above: two entries, followed by the next part.
SMILES	GPT2 inhibitor	IP6K1 inhibitor	SNCA expr inh	NIH3T3 tox	HEK293 viab	HEK293 tox	Luciferase inh
COc1ccc(C(=O)NC2CCN(C(=O)c3ccc(-c4cccc(OC)c4)cc3)CC2)cc1	1.6%	-11.1	16.1%	-13.9%	-1.7%[12.5 µM]	?	/
CCN1C(=O)c2ccccc2Sc2ccc(NC(=O)Nc3cccc([N+](=O)[O-])c3C)cc21	/	5.0	-11.0%	/	3.2%	/	/
CN1C[C@H](NCc2cccnc2)CCC[C@@H](C(=O)NC2CC2)CC1=O	i	4.6	10.8%[87.6 µM]	3.8%[138 µM]	0.7%[87.6 µM]	i	0.9%[172 µM]
CC(C)C1C(=O)N(C)CCN1C(=O)c1cc(COc2cccc(F)c2)[nH]n1 (centres undefined)	2.2%	1.9	-6.3%	-29.7%	-1.8%	?	-6.5%
COc1ccc(C(=O)N2CCN(c3nc4c(OC)cccc4s3)CC2)cc1OC	/	5.6	-8.3%	/	-1.0%	/	/
CC(=O)OCC(CCn1cnc2cnc(N)nc21)COC(C)=O	?	10.3	-16.4%	/	3.3%	/	/
COCCN1C(=O)c2[nH]nc(-c3ccccc3O)c2C1c1ccc(Cl)c(Cl)c1 (centres undefined)	/	10.2	?	/	-25.6%	/	/
COc1ccc(CC(=O)N2CCC(CC(=O)NCc3ccccc3)C2)cc1 (centres undefined)	i	3.6	-10.4%	3.9%	6.6%[12.5 µM]	-2.8%	3.2%
CC(C)Cn1c(=O)c(C(=O)N2CCN(C(=O)C3CC3)CC2)nc2cccnc21	3.0%	-2.4	?	-3.2%	-8.3%	i	/
COc1cccc(-c2noc(Nc3cc(C)cc(C)c3)n2)c1OC	-0.9%	-1.1	38.4%[activator]	?	1.0%	?	20µM*
CCc1ccc(-c2ccc(C(=O)Oc3ccc(Br)cc3)cc2)nc1	/	-7.9	-22.6%	/	7.7%	/	/
COCC1CN(C2CCC2)CC12CCN(C(=O)c1cccs1)CC2 (centres undefined)	i	25.2	1.5%	?	-15.1%	?	6.6%
COC1C(=O)N(c2cccc(F)c2)C12CCN(C(=O)CCc1c[nH]c3ccccc13)CC2 (centres undefined)	4.7%	-5.4	-9.9%	-20.0%	-3.1%	?	7.5%
CC(C)NC(=O)CN1CCN(c2nccc(N3CCC(O)CC3)n2)CC1	i	-0.7	?	2.5%	6.9%	i	-4.6%
CC(C)CC1=NC2(CCN(C(=O)c3ccoc3)CC2)C(=O)N1	i	1.2	-7.1%	3.4%	3.8%	-13.2%	-8.0%
CCOc1ccc(-n2c(/C=C/c3cccc(F)c3)nc3cc(OC)c(OC)cc3c2=O)cc1	/	-5.4	-11.0%	/	-8.4%	/	/
O=C(Nc1ccc2oc(-c3ccc4ccccc4c3)nc2c1)c1ccc(Cl)c(Cl)c1	/	24.6	33.9%[activator]	/	1.6%	/	/
COc1ccc(CCNC(=O)c2ccc3c(c2)sc2nc(-c4ccccc4)cn23)cc1OC	/	19.0	75.0%[activator]	/	2.8%	/	/
CCOC(=O)N1CCc2c(sc(NCc3ccc(N(CC)CC)cc3)c2C(=O)Nc2cc(OC)ccc2OC)C1	/	-7.7	5.5%	/	0.4%	/	/
CC(C)CCN1C(=O)CC[C@H]2CN(C(=O)Cn3ccc(=O)[nH]c3=O)CC[C@H]21	4.6%[11.5 µM]	-11.1	33.5%[activator]	2.2%	-1.2%	0.7%	0.9%
Cc1ccc(S(=O)(=O)N2CCCN(C)c3ccccc32)cc1C	i	-8.5	-1.6%	?	0.8%	?	-9.2%
CN1CCCC(c2n[nH]c(=O)n2-c2ccc3c(c2)OCO3)C1 (centres undefined)	4.7%	-6.7	4.2%	-1.4%	-2.3%	i	0.7%
Cc1ccc2c(c1)c1c(c(=O)n(-c3ccccc3C)c(=O)n1CC(=O)N1CCCC1)n2C	/	17.6	21.2%	/	?	/	/
CC1=C(C(=O)Nc2ccccc2Cl)C(c2cccc(O)c2)n2ncnc2N1 (centres undefined)	/	13.6	-6.6%	/	-9.2%	/	/
O=C(NCc1cccc(C(F)(F)F)c1)c1ccc2nnc(-c3cccc(C(F)(F)F)c3)n2c1	-20.6%	11.4	?	?	?	?	/
CCOc1cc(Cl)c(S(=O)(=O)n2ccnc2)cc1Cl	/	8.2	-0.2%	/	?	/	/
O=C(CCC1CCN(S(=O)(=O)c2ccc(F)cc2)CC1)N1CCc2ccccc2C1	i	38.8	13.9%	?	2.0%	?	6.8%
COc1ccc(C(=O)N2CC(N3C(=O)c4c(c(C)nn4-c4ccccc4)C3C)C2)cc1 (centres undefined)	/	5.3	/	?	/	?	/
Cc1nc([C@@H]2CN(C(=O)c3ccc(Cn4ccnc4)o3)C[C@H]2C(N)=O)n[nH]1	i	11.9	6.2%	-8.2%	5.9%	-9.8%	2.1%
COc1ccc([C@@H]2CN(C(=O)CN3C(=O)CNC3=O)C[C@H]2NC(C)=O)cc1	-7.2%[11.5 µM]	-3.4	4.9%	-9.4%	6.1%	-28.7%	-1.1%
Cc1ccc(OCc2nc3ccccc3n2CCOc2ccc(Cl)cc2)cc1	/	-12.3	28.4%	/	-4.2%	/	/
Cc1ccc(CNC(=O)Cn2c(N3CCN(c4ccccc4)CC3)nc(C)cc2=O)cc1	-6.0%	5.6	?	?	6.1%	?	6.8%
CC1CCN(C(=O)c2csc(N3CCN(c4ccc(Cl)cc4)CC3)n2)CC1	i	-3.5	?	?	-14.7%	?	2.9%
COc1ccc(S(=O)(=O)N[C@H]2C[C@H]3C(=O)NC[C@@H](CCC(=O)N4CCc5ccccc54)N3C2)cc1	i	-1.5	1.2%	-0.6%	-1.0%	-1.3%	0.8%
Cc1ccc(C)c(NC(=O)c2cc(=O)c3cc(C)cc(C)c3o2)c1	/	-15.8	79.5%[activator]	/	2.2%	/	/
CC(=O)Nc1ccc(NC(=O)c2cc3sc(C)c(CN4CCCCC4)c3[nH]2)cc1	-19.7%	6.2	11.9%	?	-29.6%	?	-4.0%
